Screens from PubChem BioAssay.
PKA kinase inh = blocks human protein kinase A activity. P17612. PKA Kemptide phosphorylation, Kinase-Glo ATP luminescence. inhibition, % at 6 µM. 65,000 compounds, 0.1% hits. AID 524;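 active = inhibition above the screen-wide mean inhibition plus 3 SD, cut at about 21% in these data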; note: many of its hits are not listed in these tables
ROCK2 inh = ROCK2 (human) kinase inhibition. O75116. purified ROCK2, Kinase-Glo ATP depletion luminescence. inhibition, % at 6 µM. 60,000 compounds, 0.35% hits;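 active = inhibition above the screen-wide mean inhibition plus 3 SD, cut at about 18% in these data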;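 note: plate controls were DMSO wells for no effect and Y-27632 control wells after no-enzyme background subtraction for full effect; many of its hits are not listed in these tables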
JNK3 inh = inhibitors of human JNK3 kinase | P53779 | 60,000 compounds, 0.61% hits | AID 746 | inhibition, % at 8 µM | purified JNK3 kinase activity, HTS; in the data active = inhibition above about 17%;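 note: 0% = DMSO and 100% = reference inhibitor; many of its hits are not listed in these tables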
Target sequence (P53779 whole entry, looked up): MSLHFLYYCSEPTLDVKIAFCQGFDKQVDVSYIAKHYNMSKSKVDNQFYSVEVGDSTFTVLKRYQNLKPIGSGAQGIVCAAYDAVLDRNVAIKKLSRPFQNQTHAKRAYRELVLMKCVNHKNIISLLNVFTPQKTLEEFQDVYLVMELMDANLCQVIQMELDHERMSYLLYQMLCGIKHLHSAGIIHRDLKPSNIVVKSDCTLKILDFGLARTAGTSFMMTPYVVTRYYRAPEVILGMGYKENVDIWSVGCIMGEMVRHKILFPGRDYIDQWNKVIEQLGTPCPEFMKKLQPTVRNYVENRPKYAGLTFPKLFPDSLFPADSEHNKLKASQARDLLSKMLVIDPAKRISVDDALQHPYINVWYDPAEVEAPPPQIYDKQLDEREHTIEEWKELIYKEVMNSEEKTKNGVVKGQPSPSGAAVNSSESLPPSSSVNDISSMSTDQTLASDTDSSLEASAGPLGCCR
* hit, by the source's call.

The opening 2 records, ahead of the listing:
Screening COc1ccc(N2CCN(C(CNC(=O)Oc3ccccc3)c3cccnc3)CC2)cc1 (stereo not given) returned PKA kinase inh 11.1, ROCK2 inh 0.5 and JNK3 inh -2.7.
For COc1ccc(-n2c(C)nc3cc(C(=O)N4CCC5(CC4)OCCO5)ccc32)cc1 the results were PKA kinase inh 7.4, ROCK2 inh 4.1 and JNK3 inh 0.2.

All compounds of this part, from the start:
Screening COc1ccc(N2CCN(C(CNC(=O)Oc3ccccc3)c3cccnc3)CC2)cc1 (stereo not given) returned PKA kinase inh 11.1, ROCK2 inh 0.5 and JNK3 inh -2.7.
For COc1ccc(-n2c(C)nc3cc(C(=O)N4CCC5(CC4)OCCO5)ccc32)cc1 the results were PKA kinase inh 7.4, ROCK2 inh 4.1 and JNK3 inh 0.2.
For CCCCn1c(C)c(C(=O)O)c2cc(OC)ccc21 the results were PKA kinase inh -1.4, ROCK2 inh -2.1 and JNK3 inh -1.4.
CCC(=O)Nc1cc(C(=O)N2CCC3(CC2)OCCO3)ccc1S(=O)(=O)c1ccc(C)cc1 was read as PKA kinase inh 11.2, ROCK2 inh 4.8 and JNK3 inh 2.2.
Cc1nc2cc(C(=O)N3CCC4(CC3)OCCO4)ccc2n1-c1cccc(F)c1 was read as PKA kinase inh -1.6, ROCK2 inh 0.2 and JNK3 inh 1.5.

Not all compounds are listed. The share of hits here may be higher or lower than overall.
